# Screens from PubChem.
# IDE act – human IDE activators in live cells, primary screen, fluorescence polarization, HEK cells, FAbeta-B substrate; Insulin-degrading enzyme (Homo sapiens), P14735; FAbeta-B cleavage; 0% vehicle, 100% cell-free pure enzyme wells; activation, % at 5.96 µM; 340,000 compounds, 0.073% hits; AID 493087, 2011;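 active = activation above the mean of all tested compounds plus 3 SD, set per screening campaign, cut at about 17% in these data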
# PfM18AAP inh – PfM18AAP inhibitors, malaria aminopeptidase, primary screen, biochemical, QFRET, recombinant enzyme | M18 aspartyl aminopeptidase (Plasmodium falciparum 3D7) | H-Glu-NHMec fluorogenic cleavage | inhibition, % at 7.35 µM | 290,000 compounds, 1.2% hits | AID 1822, 2009;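 active = inhibition above the campaign mean inhibition over all tested compounds plus 3 SD, cut at about 28% in these data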;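 note: 0% = plate median of test compound wells and 100% = 2 mM ZnCl2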
# VIM-2 inh – VIM-2 metallo-beta-lactamase inhibitors, primary screen, biochemical, epi-absorbance readout, Pseudomonas aeruginosa enzyme; inhibition, % at 5.6 µM; purified VIM-2, nitrocefin hydrolysis, epi-absorbance fluorescence; 290,000 compounds, 0.89% hits;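 active = inhibition above the mean of all tested compounds plus 3 SD, cutoff set per screening run, cut at about 7.5% in these data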;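 note: red hydrolysis product quenches plate fluorescence so inhibitors raise well fluorescence; 0% = enzyme with DMSO and 100% = DMSO without enzyme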
# IMP-1 inh – IMP-1 metallo-beta-lactamase inhibitors, primary screen, biochemical, epi-absorbance readout, Pseudomonas aeruginosa enzyme. AID 1556, 2009. purified IMP-1, nitrocefin hydrolysis, epi-absorbance fluorescence. 290,000 compounds, 0.45% hits. inhibition, % at 5.6 µM;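 active = inhibition above the mean plus 3 SD of all compounds in the same screening run, cut at about 4.5% in these data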;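 note: 0% = IMP-1 with DMSO and 100% = DMSO wells lacking enzyme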
#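 Assay system: purified IMP-1; Quantity: IMP-1 0.2 nM before substrate addition; Medium: HEPES buffer pH 7.1 with ZnSO4 and Brij 35; Incubation: 15 min enzyme–compound preincubation, then 25 min nitrocefin reaction, 25 °C; Signal: fluorescence quenching readout, ex 480/em 530 nm; Controls: DMSO with and without IMP-1; Repeats: singlicate testing.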
# PHOSPHO1 block – PubChem AID 1565; Phosphoethanolamine/phosphocholine phosphatase (Homo sapiens), Q8TCT1; recombinant PHOSPHO1, absorbance phosphatase assay; inhibition, % at 13.3 µM; 290,000 compounds, 1.1% hits; in the data active = inhibition above about 60%
# Target sequence (Q8TCT1 whole entry, looked up): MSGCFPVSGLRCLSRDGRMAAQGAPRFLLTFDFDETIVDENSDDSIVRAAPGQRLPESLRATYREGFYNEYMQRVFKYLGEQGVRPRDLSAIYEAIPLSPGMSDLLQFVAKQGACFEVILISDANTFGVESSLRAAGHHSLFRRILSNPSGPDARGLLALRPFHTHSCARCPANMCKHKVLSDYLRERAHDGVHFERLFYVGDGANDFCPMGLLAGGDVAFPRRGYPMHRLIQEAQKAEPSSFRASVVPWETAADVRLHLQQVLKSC
# GPR7 antag – GPR7 receptor antagonists, primary screen, cell-based, fluorescence, single concentration; Neuropeptides B/W receptor type 1 (Homo sapiens), P48145; GPR7-expressing cells, fluorescence antagonist assay; inhibition, % at 4.4 µM; 290,000 compounds, 1.1% hits; AID 1861, 2009; in the data active = inhibition above about 16%, passing the limit was not always enough;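 note: cells stimulated with the agonist NPW; 0% = agonist with vehicle and 100% = vehicle without agonist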
# Target sequence (P48145 whole entry, looked up): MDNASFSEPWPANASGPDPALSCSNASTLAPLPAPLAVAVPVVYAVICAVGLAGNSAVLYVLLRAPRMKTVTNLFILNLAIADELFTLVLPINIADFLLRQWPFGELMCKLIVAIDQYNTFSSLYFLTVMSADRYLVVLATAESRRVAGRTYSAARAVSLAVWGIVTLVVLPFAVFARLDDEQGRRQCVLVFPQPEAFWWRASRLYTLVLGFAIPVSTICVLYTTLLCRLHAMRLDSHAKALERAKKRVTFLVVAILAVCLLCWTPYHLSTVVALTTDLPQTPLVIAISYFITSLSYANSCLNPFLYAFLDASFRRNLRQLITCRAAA
# NALP1 yeast inh – NALP1 inflammasome inhibitors in reconstituted yeast, colorimetric, S. cerevisiae, triplicate retest; 280,000 compounds, 0.61% hits; inhibition, % at 10 µM; AID 2071, 2009; S. cerevisiae NALP1/ASC/caspase-1 growth, X-gal OD620, 72 h; in the data active = inhibition mostly above about 24%, no sharp cut-off; inactive = mostly below about 32%; note: some compounds called inactive have numbers as strong as hits
# p-CIP stab down – p/CIP-EGFP fusion destabilizers, primary screen, fluorescence, F442A cells | 290,000 compounds, 0.01% hits | 16 h | Q05BA5 | decrease of EGFP signal, % at 10 µM;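 active = EGFP signal decrease of at least 30% at 10 µM or well 3 SD below plate mean, unless failing retest; inactive = the rest, including hits failing retest or dose response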; note: some compounds called inactive have numbers as strong as hits; many of its hits are not listed in these tables
# IDE inh – human IDE inhibitors in live cells, primary screen, fluorescence polarization, HEK cells, FAbetaB substrate. FAbetaB cleavage. inhibition, % at 5.59 µM. Insulin-degrading enzyme (Homo sapiens), P14735. 320,000 compounds, 0.41% hits;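 active = percent inhibition above the average of all tested compounds plus 3 SD, set per screening campaign, cut at about 16% in these data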;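 note: IDE supplied by intact live HEK cells; FP after avidin binding of uncleaved biotin substrate so inhibition keeps polarization high; 0% = DMSO wells and 100% = 60 µM reference IDE inhibitor Ii1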
# An asterisk follows results filed as active; . = no result given.
SMILES,IDE act,PfM18AAP inh,VIM-2 inh,IMP-1 inh,PHOSPHO1 block,GPR7 antag,NALP1 yeast inh,p-CIP stab down,IDE inh
CC1=CC(C)(C)[N+](C)(C)c2ccccc21,-3,-5,-0.7,-1.7,24,-10,-8,-14,-4
COC(=O)c1ccc(CN2CCN(CCC(C)C)C(CCO)C2)cc1 (configuration not stated),2,-5,-0.4,-2.5,48,-3,2,-8,3
O=CN(Cc1ccco1)C1(C(=O)NC2CCCCC2)CCCCC1,0,-3,-1.6,-3.0,-6,8,-19,-15,6
O=c1[nH]c(-[n+]2ccc3ccccc3c2)c(/C=N/N=C(\[O-])c2ccccc2)s1,-1,19,1.0,-2.8,10,-10,3,1,-4
Cn1c(SCC(=O)N/N=C/C=C\c2ccccc2[N+](=O)[O-])nc2ccccc21,0,-8,-1.8,-4.8,-9,-4,19,11,-3
CC1CCN(c2cc(N3CCC(C)CC3)c([N+](=O)[O-])cc2/C=C(\C#N)c2nn(-c3ccccc3)c(N)c2C#N)CC1,4,1,-2.3,-1.8,28,-1,4,-32,7
O=C(/C=C/c1c(Cl)cccc1Cl)n1cccn1,1,-6,-2.0,-1.8,-4,-16,3,-3,0
CC(=O)NC1(C(F)(F)F)NC(=O)N(CC(C)C)C1=O (configuration not stated),2,3,-3.5,-7.6,-7,-7,26,0,-2
COc1ccc(/C=N/OCC(=O)Nn2c(C)nc3ccccc3c2=O)cc1,0,-11,0.4,-1.4,-14,-1,35,-14,0
COc1ccc(NC(=S)N2CCN(S(=O)(=O)c3ccc(OC)cc3)CC2)cc1,-4,0,0.4,-0.4,51,2,2,-10,.
CCn1cc(/C=N/NC(=O)c2ccc3c(c2)OCO3)cn1,1,-4,-1.5,-2.9,-18,-2,30,4,5
CC1CC(C)CN(C(=O)CNS(=O)(=O)c2cccs2)C1 (configuration not stated),4,-5,-2.2,-0.5,31,-4,-5,-18,-4
O=C(NC(CC(=O)N1CCN(c2ccc([N+](=O)[O-])cc2)CC1)c1ccccc1)c1ccccc1Cl (configuration not stated),2,-1,-3.2,-1.9,5,4,40,-9,4
CCN(CC)S(=O)(=O)c1ccc(S(=O)(=O)Nc2cc3c(cc2C(C)=O)OCO3)cc1,4,1,-0.1,0.6,47,-14,29,-4,1
CCCCN(CCCNc1ncnc2nc[nH]c12)c1ccccc1,0,7,-0.8,-4.2,-6,-4,17,-2,-3
COc1cccc(CNCCN2CCOCC2)c1OC,8,-4,-2.6,-2.0,-22,-4,6,-19,-3
COc1cc(O)c2c(c1)OC(C)(C)CC2=O,5,8,-1.6,-4.0,41,-16,12,-3,1
CCCn1nc2cc(C(=O)N(CC)c3ccc(OC)cc3)ccc2c1OCC,1,-2,1.2,-1.2,23,-8,1,-2,-5
Cc1c(S(=O)(=O)N2CCOCC2)c(=O)n(C)c(=O)n1C,4,-5,-1.8,-1.4,42,5,25,-1,-1
N/C(=N\OC(=O)c1cccc(Br)c1)c1ccc(Br)cc1,8,3,-4.4,-1.3,34,-4,4,-3,0
O=C1CC(C(=O)N2CCOCC2)C2(CCCC2)O1 (configuration not stated),6,-7,0.5,-0.9,14,-11,26,-1,-7
Cc1cc(N/N=C/c2ccc(N(C)C)cc2)c2ccccc2n1,2,24,4.0,-3.4,.,-6,-12,-13,-2
COc1cc(NC(=S)NCCC(c2ccccc2)c2ccccc2)cc(OC)c1,3,-2,-2.9,-1.5,10,5,9,-3,-3
C/C(=N/OC(=O)c1ccc(F)cc1)c1ccc(C)cc1,6,-1,-0.9,-2.7,18,3,12,-4,8
COc1ccc(-n2nnnc2SCC(=O)Nc2cccc(C)n2)cc1OC,2,2,0.7,-1.8,-25,-1,5,1,-3
COc1ccccc1Nc1c2c(nc3ccc(N)cc13)CCCC2,1,-4,8.7*,-3.5,27,-7,.,12,2
CCN(CC)C(=S)NC(=O)c1ccc(OC)c(Br)c1,-6,-3,-3.4,-2.4,8,-4,25,5,3
Oc1ccc(C2=NN(c3ccccc3)C(c3ccc(F)cc3)C2)cc1 (configuration not stated),7,18,-5.4,-3.9,42,-18,-8,-7,2
CN(C)CCCNC(=S)N(CCN(C)C)Cc1cc2cc3c(cc2[nH]c1=O)OCCO3,-3,8,-0.4,-3.2,30,-13,-9,-2,-3
COCc1nnc(NC(=O)c2ccc(S(=O)(=O)N3CCCCCC3)cc2)o1,-1,4,-5.2,-5.9,25,-16,-6,-5,-1
O=C(/C=C/c1ccc(Cl)cc1)NC(=S)Nc1ccc(NC(=O)c2ccco2)cc1,-20,-6,-0.2,0.7,-1,-5,24,-12,43*
Cn1cc(S(=O)(=O)Oc2ccccc2)c(=O)n(C)c1=O,5,-1,-1.3,-3.1,34,-14,-17,-2,0
Cc1ccc(Cl)cc1N1CCN(C(c2cccnc2)c2nnnn2C2CCCCC2)CC1 (configuration not stated),2,6,0.3,-1.7,-30,1,10,-21,5
O=C(/C=C/c1ccccc1)N1CCC[C@H]1CO,6,2,-3.1,-3.1,14,-17,14,7,4
COc1ccc(C(=O)NC2CC3CCCC(C2)N3Cc2ccccc2)cc1OC (configuration not stated),4,-6,-0.4,-3.4,14,-4,14,-11,1
Cc1nn(CC(=O)NC(C)CCc2ccccc2)c(=O)c2nn(-c3ccccc3)c(C)c12 (configuration not stated),-3,2,-4.5,0.1,38,-4,24,-2,1
O=C(CN1C(=O)NC(Cc2ccccc2)C1=O)NC(=O)NC1CCCCC1 (configuration not stated),3,-2,-1.4,-2.8,57,1,-5,-5,-2
Cc1ccc(S(=O)(=O)Cn2nnnc2C(C(C)C)N2CCc3ccccc3C2)cc1 (configuration not stated),3,-8,-3.0,-1.7,56,-10,-15,-7,0
O=C1NC(=O)C(CC(=O)N(Cc2cccs2)C2(C(=O)NC3CCCCC3)CCCCC2)N1 (configuration not stated),4,11,-2.5,-0.2,-5,-6,24,-5,3
CCOC(=O)C1=C(C)Nc2nc3ccccc3n2C1c1ccncc1 (configuration not stated),-5,4,-5.2,-3.8,-56,-6,1,1,-3

# As a working copy, some entries already given:
SMILES,IDE act,PfM18AAP inh,VIM-2 inh,IMP-1 inh,PHOSPHO1 block,GPR7 antag,NALP1 yeast inh,p-CIP stab down,IDE inh
O=C(/C=C/c1ccc(Cl)cc1)NC(=S)Nc1ccc(NC(=O)c2ccco2)cc1,-20,-6,-0.2,0.7,-1,-5,24,-12,43*
Cn1cc(S(=O)(=O)Oc2ccccc2)c(=O)n(C)c1=O,5,-1,-1.3,-3.1,34,-14,-17,-2,0
Cc1ccc(Cl)cc1N1CCN(C(c2cccnc2)c2nnnn2C2CCCCC2)CC1 (configuration not stated),2,6,0.3,-1.7,-30,1,10,-21,5
O=C(/C=C/c1ccccc1)N1CCC[C@H]1CO,6,2,-3.1,-3.1,14,-17,14,7,4
COc1ccc(C(=O)NC2CC3CCCC(C2)N3Cc2ccccc2)cc1OC (configuration not stated),4,-6,-0.4,-3.4,14,-4,14,-11,1
Cc1nn(CC(=O)NC(C)CCc2ccccc2)c(=O)c2nn(-c3ccccc3)c(C)c12 (configuration not stated),-3,2,-4.5,0.1,38,-4,24,-2,1
O=C(CN1C(=O)NC(Cc2ccccc2)C1=O)NC(=O)NC1CCCCC1 (configuration not stated),3,-2,-1.4,-2.8,57,1,-5,-5,-2
Cc1ccc(S(=O)(=O)Cn2nnnc2C(C(C)C)N2CCc3ccccc3C2)cc1 (configuration not stated),3,-8,-3.0,-1.7,56,-10,-15,-7,0
O=C1NC(=O)C(CC(=O)N(Cc2cccs2)C2(C(=O)NC3CCCCC3)CCCCC2)N1 (configuration not stated),4,11,-2.5,-0.2,-5,-6,24,-5,3
CCOC(=O)C1=C(C)Nc2nc3ccccc3n2C1c1ccncc1 (configuration not stated),-5,4,-5.2,-3.8,-56,-6,1,1,-3

# Later entries
SMILES,IDE act,PfM18AAP inh,VIM-2 inh,IMP-1 inh,PHOSPHO1 block,GPR7 antag,NALP1 yeast inh,p-CIP stab down,IDE inh
COc1cccc(NC(=O)[C@@H](NC(=O)N2CCn3c2nc2ccccc23)C(C)C)c1,3,1,-2.5,-3.2,49,-5,-3,2,2
O=C(O)c1cc(N/N=C/c2c[nH]c3ccccc23)ccc1Cl,6,7,-1.3,-1.5,8,-4,0,-19,1
O=C(Nc1ccc(Cl)cc1)N(Cc1nnc2n1CCCCC2)c1ccccc1,4,9,-0.2,5.4*,7,5,-16,13,2
COc1cccc(Cn2cnc3c(sc4nc(C)cc(C)c43)c2=O)c1,1,-1,5.1,-2.0,26,-10,9,0,-7
COc1cc(OC)cc(C(=O)N2CCN(C(=O)c3cccs3)CC2)c1,2,0,-3.5,-1.6,28,-13,7,-1,2
CC(C)Oc1ccc(C(=O)Nc2ccc(C(F)(F)F)n(C)c2=O)cc1,3,2,-0.9,-0.3,17,-1,30,-4,0
O=C(NCc1ccc2c(c1)OCO2)c1cccc(N2CCCC2=O)c1,-4,-11,-2.4,-6.1,9,-11,3,-5,8
O=C(Nc1ccc(S(=O)(=O)N2CCCC2)cc1)c1c(F)cccc1F,-2,-15,-2.9,-2.2,27,3,11,-5,-1
COc1ccc(-c2noc(C3CCCN(C(=O)c4ccccc4OC)C3)n2)cc1OC (configuration not stated),4,1,2.4,-2.5,26,6,2,-18,-1
COc1ccc(C2CC3(CC(C)(C)NC(SC)=N3)Oc3cc(O)cc(C)c32)cc1 (configuration not stated),0,-8,0.3,-0.3,8,8,12,8,2
C=CCn1c(SCc2ccc(C(=O)NCCO)cc2)nc2sc(C)c(C)c2c1=O,-4,-9,2.3,-1.2,-16,-5,10,-3,-2
CCN(CCNC(=O)Cn1cc2c(n1)CCCC2)c1ccccc1,3,2,1.3,-1.8,-2,7,30,0,5
Cc1cc(C)c(C#N)c(N2CCN(S(=O)(=O)Cc3ccccc3)CC2)n1,5,-3,-0.7,-2.8,0,-11,16,-4,3
CCN1C(=O)CC(N2CCC(Cc3ccccc3)CC2)C1=O (configuration not stated),6,0,-0.8,-3.8,.,-3,.,.,2
COc1cccc(CC(=O)NCC2(N3CCCCC3)CCCCC2)c1,2,5,-2.2,-3.4,0,-11,1,3,-6
CCOC(=O)C1=NNC(C(=O)c2ccc(C)cc2)C1c1ccc(OC)cc1 (configuration not stated),0,4,0.2,-0.4,3,6,18,2,2
